# Screening results as filed in PubChem BioAssay.
# MBNL1 CUG block – qHTS Assay for Inhibitors of MBNL1-poly(CUG) RNA binding | Muscleblind-like protein 1 (Homo sapiens), Q9NR56 | TR-FRET MBNL1-His/biotin-(CUG)12 binding, 665/545 ratio | Potency, µM (top dose mostly 57.5 µM), for the others: at the top dose activity change, negative = inhibition, hits mostly inhibitors | 280,000 tested, 0.036% active | AID 2675, 2010; active means well fitted inhibition curve with a large enough effect in the signal ratio, with a control signal flat, not every such curve was filed as active; inconclusive means small, poorly fitted or top-dose-only effect, or effect the other way, or a change in a side signal; inactive means no such curve, though single readings can be large or run the other way; the % refers to the signal ratio; further: on the % scale 0 is the no-effect control and ±100 the full control effect
#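 Compound titration spanned 92 nM–58 uM against the MBNL1-His/biotin-(CUG)12 complex. After 60 min at room temperature with 5 nM streptavidin-XL665 and 0.055 ng/ul terbium anti-His, ratiometric 665/545 nm emission (Ex 340 nm) normalized to controls.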
# Gal4-VP16 FLuc – VP16 counterscreen qHTS for inhibitors of ROR gamma transcriptional activity; 310,000 tested, 3.5% active; Drosophila S2 Gal4-VP16 UAS-luciferase, luminescence, 20 h; Potency, µM (highest dose often 53.6 µM), without a hit: top-dose activity, negative = inhibition, hits mostly inhibitors;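 further: Gal4-VP16 expression switched on by copper sulfate through the metallothionein promoter; on the % scale 0 is the no-effect control and ±100 the full control effect; nearly all actives have a fitted effect of over 50% in size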
# Rab9 prom act – qHTS Assay for Rab9 Promoter Activators. Huh7 Rab9 promoter-luciferase reporter, luminescence, 24 h. Potency, µM (highest dose often 9.22 µM), for the others: top-dose activation, negative = inhibition, hits mostly activators. 320,000 tested, 2.8% active; further: % of control where 0% means no effect; nearly all actives have a fitted effect of over 60% in size
#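 Luminescence read-out: Huh7 cells stably expressing Rab9-luciferase, treated 24 h with compound at 37 °C, then lysed with luciferase reagent for 10 min at ambient before reading.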
# RORgamma inh – qHTS for inhibitors of ROR gamma transcriptional activity; Nuclear receptor ROR-gamma (Mus musculus), P51450; Drosophila S2 Gal4-RORgamma UAS-luciferase reporter, 20 h; Potency, µM (doses to about 53.6 µM), inactives show at the highest dose activity change, negative = inhibition, most hits filed as inhibitors; 310,000 tested, 5.4% active; AID 2551, 2010; further: on the % scale 0 is the no-effect control and ±100 the full control effect; nearly all actives have a fitted effect of over 60% in size
#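 Drosophila S2 cells stably expressing Gal4-DBD/mouse RORγ fusion under metallothionein promoter plus UAS-luciferase; compound 1 h, then 700 uM CuSO4 induction for 20 h at ambient temperature; inhibition read as reduced luminescence.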
# uPA surface inh – qHTS for Inhibitors of Cell Surface uPA Generation; cell surface uPA generation assay, qHTS; Potency, µM (doses to about 38.3 µM), for inactives: top-dose activity change, negative = inhibition, hits mostly inhibitors; 330,000 tested, 0.31% active; active means well fitted inhibition curve with a large enough effect; inconclusive means small, poorly fitted or top-dose-only effect; inactive means no such curve, though single readings can be large or run the other way; tested in mouse RAW 264.7 cells; further: on the % scale 0 is the no-effect control and ±100 the full control effect; nearly all actives have a fitted effect of over 55% in size
# CXXC DNA block – qHTS Fluorescence Polarization Assay for Inhibitors of MLL CXXC domain - DNA interaction; 290,000 tested, 0.037% active; Histone-lysine N-methyltransferase 2A (Homo sapiens), Q03164; MLL-CXXC / FITC-HOXA9 DNA fluorescence polarization; Potency, µM (series often up to 115 µM), for inactives: at the highest dose activity change, negative = inhibition, usual class: inhibitors; active means well fitted inhibition curve with a large enough effect in the polarisation, with a control signal flat, not every such curve was filed as active; inconclusive means small, poorly fitted or top-dose-only effect, or effect the other way, or a change in a side signal; inactive means no such curve, though single readings can be large or run the other way; the % refers to the polarisation
#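 Purified MLL-CXXC (added from a 7 uM solution) was preincubated 5 min at ambient with pinned compounds in 50 mM Tris-HCl pH 7.5, 50 mM NaCl, 1 mM DTT, 0.05% BSA. Fluorescein-labeled HOX-A9 DNA (50 nM solution) followed, 30 min, then polarization read.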
# BRCA1 expr up – qHTS Assay to Identify Small Molecule Activators of BRCA1 Expression. MCF7-BRCA1-FFLuc reporter, luminescence, 48 h; response scale: scaled: vehicle 0%, 10 µM genistein 100%. Potency, µM (top dose mostly 46.1 µM), for inactives: at the top dose activation, actives largely listed as activators. 380,000 tested, 1.1% active; further: nearly all actives have a fitted effect of over 80% in size; some results filed as inactive show a strong effect at the top dose
#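 First, MCF7-BRCA1-FFLuc cells (2000/well) attach for 2 h; next, compounds are pin-added and incubated 48 h at 37 °C; finally, luciferase reagent is added and luminescence read after 15 min.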
# FLuc counter – qHTS profiling assay for firefly luciferase inhibitor/activator using purifed enzyme and Km concentrations of substrates (counterscreen for miR-21 project). purified FLuc, Km substrates, luminescence inhibition. AID 588342, 2011. 360,000 tested, 6.9% active. Potency, µM (top dose mostly 57.5 µM), without a hit: at the highest dose activity change, negative = inhibition, actives largely listed as inhibitors;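 further: plate controls were vehicle for no effect and reference inhibitor for full effect; nearly all actives have a fitted effect of over 55% in size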
#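 Purified P. pyralis luciferase, 10 nM final, with Km-level 10 uM D-luciferin and 10 uM ATP in 50 mM Tris acetate pH 7.5, 10 mM Mg acetate, 0.01% Tween-20, 0.05% BSA; 6-point qHTS titration about 60 µM downward; luminescence read.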
# NPC1 promoter act – qHTS Assay for NPC1 Promoter Activators; Huh7 NPC1 promoter luciferase reporter, 24 h; Potency, µM (highest dose often 9.22 µM), for the others: at the top dose activation, actives largely listed as activators; 320,000 tested, 2.4% active; AID 485313, 2010;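 further: % of control where 0% means no effect; nearly all actives have a fitted effect of over 60% in size; reporter is driven by a mutant NPC1 promoter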
#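 Luminescence read-out of NPC1 promoter-driven luciferase in stably transfected Huh7 cells; compounds delivered in DMSO and left 24 h at 37C, 5% CO2, qHTS titration format.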
# p53 reactivation – qHTS assay for re-activators of p53 using a Luc reporter; 320,000 tested, 0.063% active; AID 504706, 2011; Potency, µM (top dose mostly 92.2 µM), for the others: at the top dose activity change, positive = activation, hits mostly activators; H1299 p53-A138V BP100-luciferase reporter, luminescence, 24 h; further: % of control where 0% means no effect; nearly all actives have a fitted effect of over 45% in size
#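 p53-null H1299 cells stably carrying temperature-sensitive p53-A138V and a BP100-luciferase reporter were pinned with compounds (4-point, 1:5 series) and held 24 hrs at 37 deg C. Luminescence was read 10 min after detection reagent.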
# ELG1 genotox – qHTS screen for small molecules that induce genotoxicity in human embryonic kidney (HEK293T) cells expressing luciferase-tagged ELG1 | HEK293T ELG1-luciferase reporter, luminescence, 16 h | AID 504466, 2011 | 330,000 tested, 1.3% active | Potency, µM (series often up to 46 µM), inactives show top-dose activity change, positive = activation, actives largely listed as activators; further: % of control where 0% means no effect; nearly all actives have a fitted effect of over 60% in size
#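 Screening used a luciferase reporter fused to human ELG1 in HEK293T cells. Luminescence was read on a CCD plate imager after 16 hr exposure and 30 min ONE-Glo incubation.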
# * marks the source's active call; other numbers are inactive results; ? = inconclusive; / = not tested or not shown; [ ] = dose if it differs, or a comment. Unless noted, the call rests on the fitted dose curve; in most records, active means well fitted curve in the direction sought with a large enough effect; inconclusive means small, poorly fitted or top-dose-only effect, or another doubt; inactive means no such curve, though single readings can be large; an effect the other way counts as inactive or inconclusive. Potency means the concentration at half of the fitted maximal effect. These rows are one share of the data; count on the stated rates, not on these rows.
molecule | MBNL1 CUG block | Gal4-VP16 FLuc | Rab9 prom act | RORgamma inh | uPA surface inh | CXXC DNA block | BRCA1 expr up | FLuc counter | NPC1 promoter act | p53 reactivation | ELG1 genotox
CCOc1ccc(OCC)c(NC(=O)CCCN2C(=S)NC(C)(C)CC2C)c1 (configuration not stated) | / | 6.3µM* | 3% | 6.3µM* | -9% | 28% | -31% | -3% | 2% | -9% | 1%
CC(=O)c1ccc(NC(=S)NCc2ccco2)cc1 | -7% | 30% | 18% | -10% | 2% | 2% | 7% | ? | 9% | 4% | 8%
C=CCn1c(SCC(=O)c2ccc(OC)cc2)nnc1-c1cc2cccc(OC)c2o1 | 9% | -8% | 0% | -17% | -1% | 5% | -19% | 0% | -1% | -3% | 0%
CCn1cc(C(=O)OCC(=O)NCc2ccc3c(c2)OCO3)c(=O)c2ccc(C)nc21 | 0% | -5% | 0% | -4% | -1% | 1% | 10% | 7% | -4% | -8% | 1%
O=C(c1ccccc1)N1N=C(c2ccccc2)CC1c1ccc2nccnc2c1 (configuration not stated) | 12% | 13% | 5% | ? | 14% | 8% | 1% | -2% | 6% | 11% | 0%
O=c1c2ccccc2nc(COc2ccccc2)n1/N=C/c1ccc(O)cc1O | -7% | -5% | -3% | -39% | ? | 11% | -67% | 17µM* | -3% | 5% | -3%
N#C/C(=C/c1ccc(CNC(=O)C(=O)Nc2cc(Cl)cc(Cl)c2)o1)C(=O)NCc1cccnc1 | / | 6% | -13% | 12%[10 µM] | 7% | 1% | -14% | 1% | -5% | 0% | 16%
O=C(CCS(=O)(=O)c1ccc(Cl)cc1)Nc1ccc(N2CCOCC2)cc1 | -7% | -8% | -1% | 3% | 0% | -19% | -12% | 0% | 1% | -2% | -7%
Cc1cc(C)c2cc(C(=O)N3CCN(c4ncccc4C(F)(F)F)CC3)[nH]c2c1 | 11% | 1% | -2% | 30% | -2% | 5% | -68% | 0% | -1% | 13% | -7%
Cc1cc(C)c(C(=O)Nc2ccc(Br)c(C(F)(F)F)c2)c(C)c1 | / | ? | -5% | ? | 0% | 3% | -49% | -4% | -1% | ? | -10%
Cc1ccc(OCC(=O)NNC(=O)C(=O)N2CCCC2)c(C)c1 | 2% | -5% | 2% | -16% | 1% | 13% | 2% | -6% | -1% | -2% | -1%
COc1ccc(NC(=O)CN2CCN(S(=O)(=O)c3ccc(F)cc3)CC2)cc1Cl | 1% | ? | -12% | ? | -18% | 0% | -28% | 0% | -2% | -5% | -5%
CCOC(=O)c1ccc(N2C(=O)c3n[nH]c(-c4ccco4)c3C2c2cccc([N+](=O)[O-])c2)cc1 (configuration not stated) | / | -11% | -11% | 0%[10 µM] | ? | 16% | -104%[inhibitor] | -2% | -17% | -3% | -9%
O=[N+]([O-])c1ccc(Cl)c(CN2CCSCC2)c1 | / | 3% | 1% | -15% | 2% | 0% | -14% | 4% | -3% | 1% | 5%
CCN(CC(=O)Nc1c(F)cccc1F)C(=O)c1ccc(S(=O)(=O)N2CCCCCC2)cc1 | / | / | -1% | / | -5% | / | 4% | 2% | -3% | 1% | -1%
CCS(=O)(=O)N1CCC(C(=O)N2CCN(Cc3ccccc3)CC2)CC1 | -1% | 3% | -6% | 0% | 2% | 37% | 2% | 0% | 2% | -2% | -2%
COC(=O)c1ccc2c(=O)[nH]c(COC(=O)c3cccc(S(=O)(=O)N4CCOCC4)c3)nc2c1 | / | / | -3% | / | 1% | / | -8% | 3% | -1% | 15% | -8%
O=c1[nH]c(/C=C\c2ccc(O)cc2)nc(O)c1[N+](=O)[O-] | ? | 0% | 0% | -2% | 5% | 3% | -3% | -1% | -4% | / | -10%
O=C(NC1(C(F)(F)F)NC(=O)N(c2ccc(F)cc2)C1=O)c1ccncc1 (configuration not stated) | / | -7% | 10% | ? | -11% | 9% | -16% | -3% | 0% | -6% | 2%
Oc1ccccc1/C=N/[n+]1ccccc1 | 1% | 2% | -4% | -11% | -2% | 0% | 17% | 2% | 2% | 2% | -2%
CCCNC(=O)c1cn(CC)c2cc(N3CCN(C)CC3)c(F)cc2c1=O | -1% | -1% | -5% | 0% | -1% | -11% | 0% | 1% | -3% | 0% | 2%
N#Cc1ccc(S(=O)(=O)N2CCN(Cc3cccs3)CC2)cc1 | / | / | 2% | / | 5% | / | -12% | 2% | 1% | -13% | 1%
Cc1ccc(S(=O)(=O)NCCC(=O)N2CC(C)OC(C)C2)cc1C (configuration not stated) | / | / | 1% | / | 9% | / | -6% | 0% | 1% | -4% | -2%
COc1cc(N2CCCC2)c(OC)cc1/C=C(/C#N)c1ccc(F)cc1 | -14% | 13% | 0% | -25% | 6% | 1% | -29% | -2% | 0% | ? | -7%
COc1ccc(C(=O)N2CCC(C(=O)N3CCN(c4ccc(OC)cc4)CC3)CC2)cc1 | -1% | 1% | 0% | 3% | -6% | -7% | -8% | 6% | -5% | -4% | -4%
Cc1ccc(N2C(=O)C3Sc4[nH]c(=O)sc4C(c4ccccc4)C3C2=O)cc1 (configuration not stated) | -7% | -2% | 0% | -12% | -5% | -3% | -6% | 13% | -6% | 3% | -1%
O=C(OC(C(=O)NC1CCCC1)c1ccncc1)C1=Cc2ccccc2OC1 (configuration not stated) | 3% | -2% | 0% | 3% | 3% | 4% | -7% | -6% | -4% | -7% | -1%
O=C(CSc1nnc(NC(=O)c2ccccc2C(=O)O)s1)Nc1ccccc1Cl | -16% | -13% | 10% | -8% | -3% | 8% | 23% | ? | 0% | -2% | 0%
Cc1nn(C)c(C)c1C(C)NC(=O)c1ccc(OC2CCN(Cc3ccccn3)CC2)cc1 (configuration not stated) | 2% | 2% | -26% | 8% | -5% | 3% | -11% | -4% | -13% | ? | 2%
CCCc1nc2c(=O)n(C)c(=O)[nH]c2n1CCC | -5% | 0% | 1% | -29% | 5% | 5% | 15% | 0% | 2% | 1% | -1%
COc1ccccc1NC(=S)NCc1ccc2c(c1)OCO2 | ? | ? | 2% | 18µM* | 1% | -1% | 2% | 5% | -3% | 1% | -2%
O=C1CCN(C(=O)/C=C/c2ccccc2)c2ccccc21 | 20% | -3% | ? | -5% | -8% | 0% | 32% | ? | 27% | 24% | 10%
COc1ccc(S(=O)(=O)N2CCN(C(=O)c3cccc(Cl)c3)CC2)cc1 | -8% | 12% | -2% | -24% | -5% | 2% | -3% | 3%[2.3 µM] | -20% | -12% | -5%
Cn1nnc(C(O)CN2CCOCC2)n1 (configuration not stated) | -9% | -11% | -7% | -5% | 6% | 4% | 7% | 4% | -5% | 0% | -5%
COCc1nnc(NC(=O)c2ccc(S(=O)(=O)N(C)c3ccccc3)cc2)o1 | ? | 2.5µM* | -5% | 1.6µM* | ? | -7% | -30% | 0% | -3% | -1% | -28%
O=C(O)c1ccc(Cl)c(S(=O)(=O)Nc2ccccc2C(=O)Nc2ccc(Cl)cc2)c1 | -10% | 2% | 16% | 12% | 1% | -4% | -20% | 27µM* | 14% | 14% | 10%

# Full records, looked up by structure. Order of values: MBNL1 CUG block | Gal4-VP16 FLuc | Rab9 prom act | RORgamma inh | uPA surface inh | CXXC DNA block | BRCA1 expr up | FLuc counter | NPC1 promoter act | p53 reactivation | ELG1 genotox
# COc1ccc(S(=O)(=O)N2CCN(C(=O)c3cccc(Cl)c3)CC2)cc1 reads -8% | 12% | -2% | -24% | -5% | 2% | -3% | 3%[2.3 µM] | -20% | -12% | -5%
# O=C(O)c1ccc(Cl)c(S(=O)(=O)Nc2ccccc2C(=O)Nc2ccc(Cl)cc2)c1 reads -10% | 2% | 16% | 12% | 1% | -4% | -20% | 27µM* | 14% | 14% | 10%
# COCc1nnc(NC(=O)c2ccc(S(=O)(=O)N(C)c3ccccc3)cc2)o1 reads ? | 2.5µM* | -5% | 1.6µM* | ? | -7% | -30% | 0% | -3% | -1% | -28%
# Cn1nnc(C(O)CN2CCOCC2)n1 (configuration not stated) reads -9% | -11% | -7% | -5% | 6% | 4% | 7% | 4% | -5% | 0% | -5%
